# DT40 TDP1 no CPT = qHTS for Inhibitors of human tyrosyl-DNA phosphodiesterase 1 (TDP1): qHTS in cells in absence of CPT. hit rate 15% among 420,000. AID 686978, 2013. DT40 Tdp1-/- hTDP1 cells, no CPT, ATP luminescence, 48 h. Potency, µM (series often up to 46.2 µM), for inactives: top-dose activity change, negative = growth inhibition, usual class: inhibitors; further: nearly all actives have a fitted effect of over 55% in size
#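 Cells were dispensed at 400 per well, compounds added by pin tool, plates incubated ≥48 hr at 37 °C, then CellTiter-Glo added for 30 min at room temperature before luminescence reading. Line: DT40 Tdp1-/- complemented with hTDP1; camptothecin omitted.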
# TDP1 block = inhibitors of human tyrosyl-DNA phosphodiesterase TDP1; AID 485290; hit rate 0.28% among 350,000; recombinant TDP1, AlphaScreen DNA substrate cleavage; Q9NUW8; Potency, µM (highest dose often 130 µM), for the others: at the top dose activity change, negative = inhibition, most hits filed as inhibitors; further: nearly all actives have a fitted effect of over 40% in size
#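 Tdp1 1 nM final; 15 min RT w/ cpd; substrate 15 nM, 5 min; beads 10 ug/ml, 10 min; AlphaScreen read. Neg ctrl: no enzyme.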
# GCN5L2 inh = GCN5L2 (KAT2A) acetyltransferase inhibition; Q92830; GCN5L2 HAT assay, ThioGlo1 CoA-SH fluorescence; Potency, µM (titrated, usually from 58.9 µM), without a hit: at the top dose activity change, negative = inhibition, most hits filed as inhibitors; hit rate 0.21% among 390,000
# Target sequence (Q92830 whole entry, looked up): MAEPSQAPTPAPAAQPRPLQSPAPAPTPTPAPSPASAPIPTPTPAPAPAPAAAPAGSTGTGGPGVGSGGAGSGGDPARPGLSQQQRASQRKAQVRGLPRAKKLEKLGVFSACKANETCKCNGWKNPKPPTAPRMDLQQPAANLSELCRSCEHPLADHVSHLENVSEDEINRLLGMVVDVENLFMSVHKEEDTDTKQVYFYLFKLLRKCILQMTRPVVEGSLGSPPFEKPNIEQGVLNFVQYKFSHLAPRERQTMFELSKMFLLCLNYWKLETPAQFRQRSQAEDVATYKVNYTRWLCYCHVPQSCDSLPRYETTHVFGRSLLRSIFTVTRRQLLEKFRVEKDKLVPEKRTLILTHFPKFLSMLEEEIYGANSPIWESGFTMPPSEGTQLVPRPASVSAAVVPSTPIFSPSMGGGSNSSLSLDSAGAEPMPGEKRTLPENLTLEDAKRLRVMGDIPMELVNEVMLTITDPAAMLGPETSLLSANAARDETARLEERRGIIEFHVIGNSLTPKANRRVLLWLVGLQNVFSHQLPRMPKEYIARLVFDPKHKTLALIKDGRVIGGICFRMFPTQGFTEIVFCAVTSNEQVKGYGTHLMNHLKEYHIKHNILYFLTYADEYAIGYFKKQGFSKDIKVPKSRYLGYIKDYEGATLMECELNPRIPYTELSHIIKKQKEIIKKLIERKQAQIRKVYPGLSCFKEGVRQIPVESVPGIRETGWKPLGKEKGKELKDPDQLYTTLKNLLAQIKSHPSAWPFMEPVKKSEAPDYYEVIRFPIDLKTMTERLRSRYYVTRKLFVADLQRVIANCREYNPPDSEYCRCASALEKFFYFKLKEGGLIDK
#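 qHTS, 1536-well. 20nM enzyme, pH 7.5 HEPES/EDTA/Tween-20 buffer; 15 min compound preinc., RT. Start: 75uM H3(1-25), 70uM AcCoA, 50uM ThioGlo1. Read Ex340/Em540 at t=0 (autofluorescence flag) and t=20 min.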
# * = called active by the depositor; u = inconclusive; x = not tested or not shown; & = joins results of further samples; [ ] = another dose, or the depositor's remark. The call rests on the fitted dose curve; in most records, active means well fitted curve in the direction sought with a large enough effect; inconclusive means small, poorly fitted or top-dose-only effect, or another doubt; inactive means no such curve, though single readings can be large; an effect the other way counts as inactive or inconclusive. On the % scale 0 is the no-effect control and ±100 the full control effect; potency means the concentration at half of the fitted maximal effect. An excerpt; count on the stated rates, not on these rows.
molecule,DT40 TDP1 no CPT,TDP1 block,GCN5L2 inh
COCc1[nH]nc2c1C1(CCC3(CC1)OCCO3)C(C#N)=C(N)O2,-8%,0%,-1%
CSc1nc(-c2ccc(Cl)cc2)nn1S(=O)(=O)c1ccc(Cl)cc1,-25%,2%,-4%
Cc1ccc(NC(=O)COC(=O)CCc2nc3ccccc3c(=O)[nH]2)cc1Cl,-5%,0%,-8%
CCN(CC)C(=O)CC(c1ccc(OC)cc1)c1c(O)cc(OC)cc1OC (centres undefined),u,4%,-12%
Cc1ccc(C)c(NC(=O)CCc2nnc3ccc(N4CCCC4)nn23)c1,-26%,3%,-7%
O=S(=O)(NC1CCCCC1Nc1ccc(Cl)cc1)c1ccccc1 (centres undefined),u,3%,-9%
COCCNC(=O)c1ccc(-c2nc(CN3CCc4ccccc43)c(C)o2)cc1,x,5%,-9%
Cc1cc(NC(=O)C(C)SCC(=O)Nc2ccc(Br)cc2Br)no1 (centres undefined),13µM*,x,0%
Cc1ccc(-c2nc3ccccc3o2)cc1NC(=S)NC(=O)/C=C/c1ccco1,2.9µM*,7%,-7%
Cc1cc(NC(=O)CSc2nc3c(cc2C#N)CCCC3)no1,u,-3%,-1%
Cc1ccc(-c2nnn(CC(=O)N(c3ccccc3F)C(C(=O)NC3CCCC3)c3ccncc3)n2)o1 (centres undefined),-14%,x,-5%
Cc1cc(C)c2oc(-c3ccc(NC(=O)COc4ccccc4C)cc3)nc2c1,u,2%[2.28 µM],-4%
CCN(CC)C(=O)c1sc2c(c1C)c(=O)n(Cc1ccccc1)c(=O)n2CC(=O)Nc1ccc(OC)cc1,-19%,12%,-2%
Fc1ccc(NC(=S)N2CCc3ccccc3C2)c(F)c1,-18%,0%,-11%
CCCCCNC(=O)C1CCC(Cn2c(=O)c3sccc3n(CC)c2=O)CC1 (centres undefined),u,1%,-13%
CN(CC(=O)N1CCN(c2cccc(Cl)c2)CC1)S(=O)(=O)c1cccs1,16µM*,0%,1%
COc1ccccc1OCc1ccc(C(=O)c2ccccc2)cc1,u,x,-8%
Cc1ccc(C)c(OC2=NS(=O)(=O)c3ccccc32)c1,21µM*,-18%&0%,-3%
Clc1cccc(CN2CCCCCCC2)c1Cl,u,-3%,2%
CCOC(=O)[C@@H](C)NS(=O)(=O)N(Cc1ccccc1)[C@H](C(=O)OC)C(C)C,u,0%,0%
O=C(NCC(=O)N1CCOCC1)c1ccccc1,-7%,9%,2%
CCOC(=O)c1c(-c2ccc(OC)cc2)csc1NC(=O)COc1ccc2c(C)cc(=O)oc2c1,16µM*,3%,-1%
Cc1ccc(C)c(NC(=O)c2ncn[nH]2)c1,3%,0%,-1%
CCOc1ccc(NC(=O)CSc2nnc(-c3ccccn3)n2C)cc1,-2%,-2%,-2%
CCOc1cc(C)nc(NCc2ccccc2)n1,21µM*,-1%,1%[0.501 µM]
CCOc1ccc(NC(=O)CN2C(=O)C(c3ccccc3)=NC23CCC(C)CC3)cc1 (centres undefined),16µM*,8%,-10%
CCOC(=O)c1[nH]c2ccccc2c1NC(=O)C1CCCCC1,-16%,7%,-5%
CC(=O)c1cn(CC(=O)Nc2ccc(C)c(C)c2)c2ccccc12,u,0%,-4%
O=C(c1ccco1)N1CCN(C(=O)C(c2ccccc2)c2ccccc2)CC1,-9%,2%,3%
CCN(CCCNC(=O)c1cc2cc3cc(OC)ccc3nc2s1)c1cccc(C)c1,u,8%,-13%
COc1ccc(CCN2CC(C(=O)NCCCn3nc(C)cc3C)CCC2=O)cc1 (centres undefined),19%,0%,-4%
COc1ccc(CCN2C(=O)c3ccccc3C2(O)c2ncc[nH]2)cc1OC (centres undefined),-12%,0%,1%
CCOC(=O)C1CCN(C(=O)c2ccc(-n3ccc4ccccc43)s2)CC1,21µM*,0%,-4%
CCc1ccc(OCCCn2c(-c3ccc(Cl)cc3)nc3ccccc3c2=O)cc1,-5%,x,0%
Cc1ccc(Sc2c(C(=O)Nc3ccc(F)cc3F)c(C(F)(F)F)nn2C)cc1,u,-5%,-12%
Cn1c(N)c(Sc2ccccc2[N+](=O)[O-])c(=O)n(C)c1=O,-9%,-4%,-4%
O=C(Cc1c[nH]c2ccccc12)NC1(C(=O)NC2CCCCC2)CCCCC1,u,3%,9%
COc1nc(N)c(C#N)c(-c2ccc(N(C)CCC#N)cc2)c1C#N,7.3µM*,x,-6%
CCOc1ccc(N2C(=O)CC(NCCc3ccc(S(N)(=O)=O)cc3)C2=O)cc1 (centres undefined),-15%,3%,-2%
O=C(NCc1ccc2c(c1)OCO2)c1ccc(-n2cnnn2)cc1,-17%,5%,-13%
O=C(Nc1cccc(Cl)c1)c1cc(S(=O)(=O)N2CCOCC2)cs1,-26%,3%,-2%
Cc1cc(C)cc(N(CC(=O)NC2CCCCC2)C(=O)c2ccc(C)s2)c1,u,2%,u
COc1ccccc1NC(=O)Cn1nnc(-c2ccccc2NC(=O)c2cccs2)n1,21µM*,4%,-11%
COc1cc(OC)cc(C(=O)NCC(=O)NCc2ccccn2)c1,8%,0%,1%
COc1ccccc1CC(=O)NC1CCN(Cc2ccccc2)CC1,0%,x,0%
CSc1ncccc1C(=O)N1CCCC(C(=O)c2ccc3ccccc3c2)C1 (centres undefined),21µM*,1%,-1%
CCN(CCNC(=O)CCCn1nc(C)n2c(cc3sccc32)c1=O)c1ccccc1,23µM*,5%,-2%
Cc1cccc(C(=O)OC(C)CN2CCOCC2)c1 (centres undefined),3%,1%,-4%
Cc1cc(C(=O)CN2C(=O)NC3(CCC(C)CC3)C2=O)c(C)n1C (centres undefined),2%,2%,17%
COc1ccc(S(=O)(=O)NCC(c2ccc(N(C)C)cc2)N2CCc3ccccc32)cc1F (centres undefined),u,11%,-6%

# Continued.
# Values in the order – DT40 TDP1 no CPT, TDP1 block, GCN5L2 inh
- CC1c2cc3c(cc2CCN1C(=O)c1cccc(Cl)c1)OCCCO3 (centres undefined)
  6.5µM*, 3%, 0%
- CCCn1c(=O)c2ccccc2n2c(SCCOc3ccc(C)cc3)nnc12
  u, 4%, -10%
- CCOC(=O)[C@H]1[C@H]2COc3ccccc3[C@@H]2N2C(=O)c3cc(F)ccc3NC(=O)[C@@]12C
  -26%, 1%, -4%
- Nc1nnc(SC2CCCC2)s1
  u, -3%, 0%
- CC1(C)CC(NC(=O)CCc2nnc(CCCCc3ccccc3)o2)CCO1 (centres undefined)
  -5%, 6%, -22%
- O=C(COC(=O)CCNS(=O)(=O)c1ccccc1)NC1CC1
  1%, 2%, 0%
- COc1ccc(Cn2nnc3c(=O)[nH]c(C4CCCN(C(=O)c5ccccc5)C4)nc32)cc1 (centres undefined)
  -23%, 0%, 0%
- COc1ccc(Cl)cc1NS(=O)(=O)c1cccc(C(=O)NC2CCC(O)CC2)c1 (centres undefined)
  -6%, -13%[0.505 µM], 5%
- CC(C)Oc1ccc(C(=O)Nc2nc3ccccc3[nH]2)cc1
  9.2µM*, 1%, -5%
- COc1ccccc1NC(=O)/C(C#N)=C/c1cc([N+](=O)[O-])ccc1N1CCCC1
  u, 1%, -1%
- COc1ccc(NC(=O)N2CCc3c([nH]c4ccc(OC)cc34)C2c2ccc(OC)cc2)cc1 (centres undefined)
  21µM*, 11%, -7%
- O=C(NCc1cccnc1)C1CCN(S(=O)(=O)c2cccs2)CC1
  -10%, -2%&1%, 2%
- COc1cccc2cc(/C(=N/O)c3ccc(Br)cc3)oc12
  u, -3%, -11%
- COc1ccccc1Nc1nn2c(=O)c3ccc(C(=O)N4CCCC(C)C4)cc3nc2s1 (centres undefined)
  23µM*, 15%&0%, -12%&-10%
- Cc1nn(CC(=O)NC(=O)NC2CCCC(C)C2C)c(=O)c(C#N)c1C (centres undefined)
  -15%, x, -3%
- O=C(NC1=NCCS1)c1cc(-c2ccccc2)nn1-c1ccccc1
  -21%, -1%, -1%
- COc1ccccc1-n1cc(C(=O)NCC(=O)N2CCN(Cc3ccccc3)CC2)c2ccccc2c1=O
  u, 4%, -3%
- O=C1CC(c2ccco2)CC(O)=C1C=NCCN1CCN(C2CC(=O)N(c3ccccc3)C2=O)CC1 (centres undefined)
  -26%, 5%, -4%
- Cc1ccccc1NC(=S)N(C)Cc1cccs1
  -13%, 2%, -3%
- S=C(c1ccc(N2CCOCC2)cc1)N1CCCCC1
  -18%, 0%, 1%
- CCn1c(=NC(=O)c2ccc(S(=O)(=O)N3CCCC3)cc2)sc2cc(Br)ccc21
  -24%, -1%, -2%
- CCOC(=O)c1c(S(=O)(=O)N2CCCC(C(=O)Nc3ccccn3)C2)c(C)n(C)c1C (centres undefined)
  4%, 0%, -6%
- CC(N=c1ccccn1C(=O)Nc1ccc(Cl)cc1)c1ccco1 (centres undefined)
  -27%, 7%, -1%
- CC(NC(=O)c1ccccc1OC(F)F)c1ccc(-n2ccnc2)cc1 (centres undefined)
  -1%, 5%, -3%
- O=[N+]([O-])c1cccc(/C([O-])=C(/C(=S)Nc2ccccc2F)[n+]2ccccc2)c1
  3%, x, u
- CCN1C(=O)[C@H]2[C@@H](c3ccc(OC)cc3)N3C(=O)CN(CCOC)C(=O)[C@@]3(Cc3ccccc3)[C@H]2C1=O
  -8%, x, 3%
- CC(C)CCN1CCN(Cc2ccc(C(F)(F)F)cc2)CC1CCO (centres undefined)
  u, -3%, -8%
- O=C(Cn1c(=O)nc(-c2ccccc2)c2ccccc21)NCCc1ccc(Cl)cc1
  -24%, 4%, 20%
- COc1ccc(OC)c(C2C(C(C)=O)=C(O)C(=O)N2c2ccc(O)cc2)c1 (centres undefined)
  9%, -11%, -2%
- O=C(Cc1ccccc1)NCC(=O)N/N=C/c1ccc(Cl)cc1
  -27%, 6%, -1%
- Cn1c(=O)oc2cc(S(=O)(=O)NCCN3CCCCCC3)ccc21
  -10%, -4%, -3%
- COc1ccc(CCNC(=O)CSc2nc3[nH]ncc3c(=O)n2-c2ccccc2OC)cc1OC
  -19%, 7%, -1%
- COc1ccc(C2CC(=O)NC(=O)C2)cc1
  0%, x, 0%
- O=[N+]([O-])c1ccc(N/N=C/c2cn(Cc3ccc(F)cc3)c3ccccc23)nc1
  u, 3%, -2%
- CN(C)S(=O)(=O)c1ccc(C(=O)Nc2nc(-c3cc4ccccc4o3)cs2)cc1
  2.9µM*, 3%, -1%

# Filtered by structure, the compounds so far with a thiophene ring, fused or not.
# Values in the order – DT40 TDP1 no CPT, TDP1 block, GCN5L2 inh
- CCN(CC)C(=O)c1sc2c(c1C)c(=O)n(Cc1ccccc1)c(=O)n2CC(=O)Nc1ccc(OC)cc1
  -19%, 12%, -2%
- CCCCCNC(=O)C1CCC(Cn2c(=O)c3sccc3n(CC)c2=O)CC1 (centres undefined)
  u, 1%, -13%
- CN(CC(=O)N1CCN(c2cccc(Cl)c2)CC1)S(=O)(=O)c1cccs1
  16µM*, 0%, 1%
- CCOC(=O)c1c(-c2ccc(OC)cc2)csc1NC(=O)COc1ccc2c(C)cc(=O)oc2c1
  16µM*, 3%, -1%
- CCN(CCCNC(=O)c1cc2cc3cc(OC)ccc3nc2s1)c1cccc(C)c1
  u, 8%, -13%
- CCOC(=O)C1CCN(C(=O)c2ccc(-n3ccc4ccccc43)s2)CC1
  21µM*, 0%, -4%
- O=C(Nc1cccc(Cl)c1)c1cc(S(=O)(=O)N2CCOCC2)cs1
  -26%, 3%, -2%
- Cc1cc(C)cc(N(CC(=O)NC2CCCCC2)C(=O)c2ccc(C)s2)c1
  u, 2%, u
- COc1ccccc1NC(=O)Cn1nnc(-c2ccccc2NC(=O)c2cccs2)n1
  21µM*, 4%, -11%
- CCN(CCNC(=O)CCCn1nc(C)n2c(cc3sccc32)c1=O)c1ccccc1
  23µM*, 5%, -2%
- O=C(NCc1cccnc1)C1CCN(S(=O)(=O)c2cccs2)CC1
  -10%, -2%&1%, 2%
- Cc1ccccc1NC(=S)N(C)Cc1cccs1
  -13%, 2%, -3%

# Screening data from PubChem BioAssay.
